LRH-1 inv ag: LRH-1 (NR5A2) inverse agonists, primary screen, cell-based, luminescence, HEK293T, StAR-luciferase reporter | inhibition, % at 3.6 µM | LRH-1 transfected, 24 h | hit rate 0.13% among 360,000;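 active = inhibition above the mean inhibition of all tested compounds plus 3 SD, cut at about 73% in these data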;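 note: 0% = DMSO wells and 100% = reporter-only cells lacking LRH-1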
TROY NFkB inh: inhibitors of TROY-driven NF-kB signaling, primary screen, Q293 LMP1-TROYcd cells, NF-kB luciferase, uHTS; Q293 LMP1-TROYcd NF-kB luciferase reporter, 4 h; inhibition, % at 10 µM; hit rate 0.98% among 360,000; AID 1347056, 2019;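 active = compounds whose plate-normalised and pattern-corrected inhibition of the luciferase reporter signal at the single screening dose is 50% or more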
NOD2 RIPK2 PPI: NOD2-RIPK2 binding disruptors in cells, primary screen, fluorescence, CHO cells, BLA complementation | CCF4 ratio | Receptor-interacting serine/threonine-protein kinase 2 (Homo sapiens), O43353 | hit rate 0.38% among 360,000 | inhibition, % at 4.98 µM; in the data active = inhibition above about 21%;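 note: 0% = vehicle only and 100% = reference blocker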
Target sequence (O43353 whole entry, looked up): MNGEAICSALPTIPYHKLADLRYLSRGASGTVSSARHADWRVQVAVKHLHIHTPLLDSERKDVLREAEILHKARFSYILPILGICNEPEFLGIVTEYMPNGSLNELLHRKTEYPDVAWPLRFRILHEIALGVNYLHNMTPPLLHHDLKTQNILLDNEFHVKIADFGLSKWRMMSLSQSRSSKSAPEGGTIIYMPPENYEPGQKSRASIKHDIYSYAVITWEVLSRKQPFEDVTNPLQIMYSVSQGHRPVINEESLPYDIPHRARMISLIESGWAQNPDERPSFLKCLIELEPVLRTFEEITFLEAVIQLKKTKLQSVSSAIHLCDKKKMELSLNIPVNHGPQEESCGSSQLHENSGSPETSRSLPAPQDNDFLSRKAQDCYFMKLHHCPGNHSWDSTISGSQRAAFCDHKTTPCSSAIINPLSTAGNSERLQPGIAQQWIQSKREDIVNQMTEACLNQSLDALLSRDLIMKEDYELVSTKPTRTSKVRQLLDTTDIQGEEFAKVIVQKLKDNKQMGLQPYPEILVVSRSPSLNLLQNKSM
C8 TRAIL sens: viability loss with TRAIL in NB7+C8 cells, primary screen, TRAIL sensitizer project, cell-based, ATPlite luminescence; inhibition (viability loss, TRAIL sensitization), % at 10 µM; hit rate 1% among 360,000;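 active = compounds causing at least 50% loss of cell viability in the single-dose screen, relative to plate controls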
NR2F2 inh: NR2F2 transcriptional activity inhibitors, primary screen, cell-based, luciferase reporter, HEK293T, luminescence; inhibition, % at 8.6 µM; HEK293T NGFI-A luciferase reporter; COUP transcription factor 2 (Homo sapiens), P24468; hit rate 0.7% among 370,000;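 active = inhibition above a per-plate cutoff, mean inhibition of test wells between control levels plus 3 SD, cut at about 38% in these data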;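 note: cells cotransfected with COUP-TFII expression vector driving the NGFI-A reporter; 0% = median of COUP-TF2 test wells and 100% = reporter-only cells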
EBV LMP1 NFkB: EBV LMP1-driven NF-kappaB luciferase reporter inhibitors, primary screen, cell-based, luminescence, single point; LMP1-induced NF-kappaB luciferase reporter cells; inhibition, % at 12.5 µM; hit rate 0.69% among 350,000; AID 504558, 2011; in the data active = inhibition above about 41%;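 note: 0% = neutral control wells and 100% = reference inhibitor control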
NCOA2 inhibitor: inhibition of GAL4-SRC2 driven luciferase reporter, primary screen, SRC2 inhibitor project, cell-based, luminescence | inhibition, % at 9 µM | AID 651957, 2012 | HEK293 GAL4-SRC2 luciferase reporter | hit rate 0.17% among 370,000;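 active = inhibition above the mean inhibition of all tested compounds plus 3 SD, set per campaign, cut at about 52% in these data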;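 note: 0% = DMSO treated cells and 100% = cells given Gossypol at 36 µM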
SRC1 inh: SRC1 coactivator transcriptional activity inhibitors, primary screen, cell-based, luminescence; Nuclear receptor coactivator 1 (Homo sapiens), Q15788; HEK293 GAL4-SRC1 luciferase reporter; inhibition, % at 3.6 µM; hit rate 0.12% among 360,000; AID 588354, 2011;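 active = inhibition above the campaign mean plus 3 SD, with each screening campaign given its own cutoff, cut at about 60% in these data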;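 note: 0% = DMSO treated cells and 100% = gossypol at 36 µM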
TLR9-MyD88 block: inhibitors of TLR9-MyD88 association in cells, primary screen, cell-based, CHO, BLA complementation, fluorescence; Toll-like receptor 9 (Homo sapiens) + Myeloid differentiation primary response protein …; CCF4 FRET ratio; inhibition, % at 4.98 µM; hit rate 0.21% among 340,000;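 active = inhibition above the mean over all tested compounds plus 3 SD, cut at about 21% in these data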;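 note: 0% = DMSO only wells and 100% = clavulanate BLA inhibitor control wells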
Vif inh: HIV Vif self-association inhibitors, primary screen, imaging, HEK293T, single point | hit rate 0.35% among 340,000 | inhibition, % at 7.49 µM | AID 602346, 2012 | HEK293T cells, Vif self-association by quenched fluorescence, 24 h; in the data active = inhibition above about 50%, passing the limit was not always enough; note: some results filed as inactive read as strong as hits
SRC3 inh: SRC3 coactivator transcriptional activity inhibitors, primary screen, cell-based, luminescence. HEK293 GAL4-SRC3 luciferase reporter. inhibition, % at 3.6 µM. hit rate 0.17% among 360,000;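 active = inhibition above a per-campaign cutoff, the mean of all compounds plus 3 SD, cut at about 60% in these data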;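 note: 0% = DMSO-treated cells and 100% = gossypol-treated cells at 36 µM; higher means less SRC3-driven luciferase light from the GAL4 reporter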
* marks the source's active call; other numbers are inactive results; · = no result given.

#	SMILES	LRH-1 inv ag	TROY NFkB inh	NOD2 RIPK2 PPI	C8 TRAIL sens	NR2F2 inh	EBV LMP1 NFkB	NCOA2 inhibitor	SRC1 inh	TLR9-MyD88 block	Vif inh	SRC3 inh
1	COc1ccc(CNC(=O)C/C(C)=N/NC(=O)COc2cccc(C)c2)cc1	-6	-7	-12	-6	4	-2	26	-26	5	0	10
2	CN(CC(=O)NCc1ccc(F)cc1)Cc1ccc(Br)cc1	2	-9	3	-11	15	-4	-11	14	-1	3	10
3	CCOC(=O)N1CCC(NC(=O)Cc2cn(C)c3ccccc23)CC1	-22	-17	-2	-5	7	4	15	-18	4	·	-1
4	CC12CCC(=O)C=C1CCC1C2C(O)CC2(C)C1CCC2(O)C(=O)CO (stereo unspecified)	-21	20	-12	-9	-29	10	-7	-60	4	50*	-26
5	CCCNC(=O)CCn1c(-c2ccc(C)cc2)cc(C(=O)OCC)c1C	-5	7	-6	-2	10	2	7	8	-9	-9	-5
6	CC1(C)CC(=O)c2cc(OCC(=O)N3CCN(c4ccccc4F)CC3)ccc2O1	15	23	4	6	-6	-4	-29	-21	0	0	-10
7	Nc1cccc(C(=O)Nc2cccc3ncccc23)c1	9	32	2	1	26	5	-34	8	1	1	20
8	Cc1cccc(NC(=O)CSc2nnc(CN3CCOCC3)n2C)c1C	-6	7	-5	-6	-5	-2	7	-29	-4	1	7
9	FC(F)(F)c1cccc(CNC2CCN(Cc3ccccc3)CC2)c1	0	12	1	-14	-25	12	-16	10	-2	-3	3
10	O=C(NC1CCCCC1)C(CCc1ccccc1)n1c(=O)c(-c2ccccc2)nc2ccccc21 (stereo unspecified)	5	·	-15	-7	-9	·	-33	·	·	·	·
11	C=CCOc1ccc(-c2n[nH]c(=S)o2)cc1	-43	-19	-10	30	-7	-8	-7	-20	10	-5	-28
12	O=C(CCCc1ccccc1)NCc1ccc(F)cc1	1	-31	-6	2	-6	-10	-33	-1	5	7	4
13	Cc1ccc(Nc2nc(CSc3nnc(-c4ccc(F)cc4)n3C)cs2)cc1	-33	59*	-12	35	-27	-34	-83	-40	4	-4	-41
14	Cc1c(C(=O)Nc2cccc(Cl)c2)oc2ccc(S(=O)(=O)N3CCC4(CC3)OCCO4)cc12	4	22	3	34	·	-2	·	10	-6	16	8
15	C=CCSc1nnc2c(n1)OC(C)=Nc1ccc(Br)cc1-2	4	10	-11	0	7	-5	4	-5	-5	-10	7
16	C=CCn1c(O)c(N=NC(=O)CNC(=O)c2cccs2)c2ccccc21	11	-5	-10	4	5	6	-27	-17	-6	7	-3
17	Cc1nn(C)cc1CN(C)S(=O)(=O)c1cccc([N+](=O)[O-])c1	18	-10	-2	-4	0	2	15	-12	-6	4	13
18	COCCCNC(=O)C1CC(=O)N(CCc2ccc(OC)c(OC)c2)C1 (stereo unspecified)	9	2	3	-10	-1	6	6	-5	10	-8	5
19	CC(=O)NC1C(OCc2cccc(Br)c2)OC(COC(C)=O)C(OC(C)=O)C1OC(C)=O (stereo unspecified)	-2	8	-2	3	0	9	14	-23	-15	-13	11
20	O=C(CSc1nnc(CNC(=O)c2ccccc2F)o1)NC1CCCC1	-18	-3	-4	1	-19	1	16	13	8	-6	0
21	O=C(Nc1ccc(S(=O)(=O)NCc2cccnc2)cc1)c1ccco1	10	21	5	16	22	-1	-10	0	1	-7	-5
22	COc1ccc([C@H]2[C@H](C(=O)C(C)(C)C)N3N=Cc4ccccc4C3[C@]23N=C(c2ccccc2)OC3=O)cc1OC (stereo partly specified)	-12	-36	-2	-5	·	-1	·	0	-3	8	-12
23	O=C(NC1(C(F)(F)F)NC(=O)N(Cc2cccnc2)C1=O)c1cccs1 (stereo unspecified)	18	0	5	-21	-9	-4	-13	-19	-2	22	17

Random excerpt: 5 records from the list, in no set order.
#	SMILES	LRH-1 inv ag	TROY NFkB inh	NOD2 RIPK2 PPI	C8 TRAIL sens	NR2F2 inh	EBV LMP1 NFkB	NCOA2 inhibitor	SRC1 inh	TLR9-MyD88 block	Vif inh	SRC3 inh
11	C=CCOc1ccc(-c2n[nH]c(=S)o2)cc1	-43	-19	-10	30	-7	-8	-7	-20	10	-5	-28
8	Cc1cccc(NC(=O)CSc2nnc(CN3CCOCC3)n2C)c1C	-6	7	-5	-6	-5	-2	7	-29	-4	1	7
19	CC(=O)NC1C(OCc2cccc(Br)c2)OC(COC(C)=O)C(OC(C)=O)C1OC(C)=O (stereo unspecified)	-2	8	-2	3	0	9	14	-23	-15	-13	11
2	CN(CC(=O)NCc1ccc(F)cc1)Cc1ccc(Br)cc1	2	-9	3	-11	15	-4	-11	14	-1	3	10
17	Cc1nn(C)cc1CN(C)S(=O)(=O)c1cccc([N+](=O)[O-])c1	18	-10	-2	-4	0	2	15	-12	-6	4	13

Not all compounds are listed; count on the stated rates, not on these rows.
